EBI2 antag – EBI2 (human) antagonism | P32249 | EBI2 beta-arrestin recruitment, luminescence, 7a,25-OHC stimulated | inhibition, % at 5 µM | hit rate 0.81% among 360,000; in the data active = inhibition above about 38%;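 note: enzyme fragment complementation signal reports receptor beta-arrestin coupling in cells; 0% = agonist plus DMSO wells and 100% = wells without agonist; some results beyond the cut were filed as inactive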
Target sequence (P32249 whole entry, looked up, the tested form may be a part): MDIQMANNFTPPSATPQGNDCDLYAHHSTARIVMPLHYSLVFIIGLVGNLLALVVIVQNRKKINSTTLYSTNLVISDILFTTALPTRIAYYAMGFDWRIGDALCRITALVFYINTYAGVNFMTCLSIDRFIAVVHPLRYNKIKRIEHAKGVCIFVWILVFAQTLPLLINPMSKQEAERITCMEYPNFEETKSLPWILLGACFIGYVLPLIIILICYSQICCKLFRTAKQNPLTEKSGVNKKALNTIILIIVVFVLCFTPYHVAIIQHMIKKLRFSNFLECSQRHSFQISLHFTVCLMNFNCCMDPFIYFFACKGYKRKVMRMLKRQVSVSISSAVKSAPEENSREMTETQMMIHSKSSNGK
* = called active by the depositor.

Sample of the layout, two compounds:
compound,EBI2 antag
CC(C)(C)OC[C@H](NC(=O)c1[nH]cnc1C(=O)Nc1ccccc1F)C(=O)OC(C)(C)C,-29
CC(O)(c1ccc(F)c(F)c1)c1nc(/C=C/c2ccc(C(F)(F)F)cc2)cs1 (stereo unspecified),-5

The whole of this part (from the top)
compound,EBI2 antag
CC(C)(C)OC[C@H](NC(=O)c1[nH]cnc1C(=O)Nc1ccccc1F)C(=O)OC(C)(C)C,-29
CC(O)(c1ccc(F)c(F)c1)c1nc(/C=C/c2ccc(C(F)(F)F)cc2)cs1 (stereo unspecified),-5
CCCCCCCCCC1NC(C(=O)O)Cc2c1[nH]c1ccccc21 (stereo unspecified),-4
CN(C)c1ccc(-c2cccc3nccn23)cc1,-8
COc1ccc(-c2noc(-c3csc([C@@H]4O[C@H](CO)[C@H](O)[C@H](O)[C@H]4O)n3)n2)cc1OC,-2
CN(C)CCNC(=O)c1ccc2nc([C@@H]3O[C@H](CO)[C@H](O)[C@H](O)[C@H]3O)[nH]c2c1,-10
CC1(C(=O)Nc2ccc(F)cc2F)CCN1C(=O)CCC1CCCC1 (stereo unspecified),-5
CCSc1ccc(-c2cc(NC=O)c3ncc(-c4cc(OC)c(OC)c(OC)c4)n3c2)cc1,31
O=C1c2ccccc2C(c2nnnn2-c2ccc3c(c2)OCCO3)N1Cc1cccs1 (stereo unspecified),-1
CC1=C(C(=O)N(C(C)C)C(C)C)CC(CC(=O)NCCCN(C)C)C(=O)N1Cc1ccc(C(C)(C)C)cc1 (stereo unspecified),-9
Cc1cc(C)nc(Nc2nc(C(N)Cc3ccccc3)cs2)n1 (stereo unspecified),3
Cc1cccc2cc(C#N)c(NCCNC(=O)c3ccccc3)nc12,11
COc1ccc(-c2cnc3c(NC(C)=O)cc(-c4cccc(NS(C)(=O)=O)c4)cn23)cc1OC,5
COc1ccccc1CNC(=O)c1ccc2nc(C)c(N(C)Cc3ccc(NC(C)=O)cc3)n2c1,-3
CC(C)C[C@H]1CN(CCCC[C@@H]2CNC(=O)C(=O)N2CC2CCCCC2)C(=O)C(=O)N1Cc1ccccc1,0
O=C(NCc1cccnc1)c1cc(C(=O)NCc2cccnc2)cc([N+](=O)[O-])c1,-10
O=C(OCC(=O)N1CCN(c2ccccc2)CC1)c1cc(F)c(F)cc1Cl,-4
O=C(NCC(=O)N1CCCC1)NN=Cc1ccccc1O,-8
Cc1ccc(-c2nc3c4ccccc4ccn3c2CC2CCCCC2)cc1,4
CCCCN(C=O)c1c(CC)nc2ccc(C(=O)N(CC)CCN(C)C)cn12,-10
COc1ccc(-n2ccnc2SCC(=O)c2c(N)n(C3CC3)c(=O)[nH]c2=O)cc1,-1
CC1=C(C(=O)N2CCCCCC2)CC(CC(=O)NC2CCCCC2)C(=O)N1CCC1=CCCCC1 (stereo unspecified),15
N#Cc1ccc(-c2nc3ccc(Cl)cn3c2Cc2cccc(Cl)c2)cc1,34
CCOC(=O)c1csc(-c2csc(CCNC(=O)c3ccccc3)n2)n1,9
Cc1cccc(C)c1NC(=O)C(c1cccc(F)c1)N1CCN(C)CC1 (stereo unspecified),-7
CC(=O)Nc1ccc(C(=O)N2CCCCC2c2cc(C(=O)NCc3cccnc3)no2)cc1 (stereo unspecified),-10
O=C(C[n+]1ccc(C(=O)c2ccccc2)cc1)Nc1cccc([N+](=O)[O-])c1,-13
COc1ccc(NCC(=O)Nc2c(C)cccc2C)cc1S(=O)(=O)N1CCOCC1,-4
COc1cccc(CNC(=O)[C@@H]2CCCN2C(=O)[C@@H]2CCCN2C(=O)c2cccs2)c1,-4
Cn1ccc2c(N3CCOCC3)cc3c(c21)C1CCC3O1 (stereo unspecified),-12
CCn1c(C)cc(C(=O)CSc2nnc(C3CC3)n2C2CC2)c1C,0
COc1ccc(Br)c(Cn2c(C)c(C(=O)N(C)Cc3ccc(F)cc3)sc2=O)c1,6
COc1cccc(C(=O)NCC[N+](C)(C)C)c1,0
C[C@@H]1CN([C@@H](C)CO)C(=O)c2cc(-c3cccnc3)cnc2O[C@H]1CN(C)C(=O)c1cccc(F)c1,-1
OC(c1ccc(F)c(F)c1)c1ncc(-c2cccc(C(F)(F)F)c2)[nH]1 (stereo unspecified),6
CCOc1ccc(-c2cncc3nccn23)cc1,2
C[C@H](c1ccccc1)N1C[C@H](COCc2ccccc2)Oc2cc(N3CC[C@@H](O)C3)ccc2S1(=O)=O,15
COc1cc(F)ccc1-c1csc(C(NC(C)=O)c2ccc(F)c(F)c2)n1 (stereo unspecified),13
COc1ccc(-c2cc(C(=O)N(C)CC(=O)Nc3cccc(F)c3)c3ccccc3n2)cc1OC,-10
O=C(NC1CCCC1)C1C(c2ccc(C(F)(F)F)cc2)=Nc2ccccc2N1C(=O)c1ccccc1 (stereo unspecified),5
O=C(CCN1C(=O)c2ccccc2C1=O)c1ccccc1,-5
O=C1c2ccccc2C(c2nc3ccccc3[nH]2)N1Cc1ccco1 (stereo unspecified),1
CCCCn1nnnc1C(c1ccccc1)N1CCN(C)CC1 (stereo unspecified),-12
COc1ccc(CN2C[C@H](O)COC[C@@H]3O[C@H](CC(=O)NCc4ccncn4)CC[C@H]32)cc1,-7
Cc1cccc(N2CCN(C(C(=O)NCc3ccccc3)c3ccc(F)cc3)CC2)c1C (stereo unspecified),26
Cc1ccc(S(=O)(=O)N(C)C[C@H]2OCc3cnnn3CCCC(=O)N([C@H](C)CO)C[C@H]2C)cc1,-5
CC(=O)Oc1ccc(Cn2c(C)c(C(=O)NCc3ccc(C#N)cc3)sc2=O)cc1,2
CC1=C(C(=O)N(C)C)CC(CC(=O)NCCN2CCOCC2)C(=O)N1Cc1ccc(F)cc1 (stereo unspecified),-8
C[C@@H]1CN([C@H](C)CO)C(=O)CCCn2nncc2CO[C@H]1CN(C)C(=O)Nc1cccc(Oc2ccccn2)c1,-5
O=S1(=O)N[C@H](Cc2ccccc2)COc2cc(N3CCC[C@H]3CO)ccc21,-13
O=C(NCc1ccco1)c1cccc2c(-c3ccc(F)c(F)c3)coc12,5
O=C1CCCC[C@@H](O)[C@H](O)C[C@H](c2ccccc2)O1,-21
CCOC(=O)C1=CCCN(S(=O)(=O)c2ccc(C)cc2)C1,-6
CCc1nc2ccc(C(=O)NCc3ccccc3OC)cn2c1N(CCC(C)C)CCN(C)C,-8
Cc1cc(N2CCN(C(=O)c3ccoc3)CC2)n2nc(-c3ccccc3)cc2n1,5
C#CCN(C[C@@H]1[C@@H](OC(=O)NCc2ccc(OC)c(OC)c2)[C@@H](OC(=O)NCc2ccc(OC)c(OC)c2)Cn2c(=O)ccc(=O)n21)S(=O)(=O)c1ccc(C)cc1,-1
O=C1NC[C@H](CCCCN2C[C@H](Cc3ccccc3)N(CCC3CCCCC3)C(=O)C2=O)N(Cc2ccccc2)C1=O,0
CCN1C(=O)[C@H]2[C@@H](c3ccc(OC)cc3)N[C@]3(CCCN(Cc4ccc(OC)cc4)C3=O)[C@H]2C1=O,-10
CC(C)NC(=O)c1cc(C2CCCCN2S(=O)(=O)c2ccccc2)on1 (stereo unspecified),-7
O=C1COC(c2ccccc2O)=NN1CCCl,-3

(continued)
compound,EBI2 antag
Cc1cccc(S(=O)(=O)N(C)C[C@@H]2OCc3cnnn3CCCC(=O)N([C@@H](C)CO)C[C@@H]2C)c1,-4
C=Cc1ccc(CC2(C)C(=O)Nc3ccc(Cl)cc32)cc1 (stereo unspecified),2
Cc1noc(C)c1C(=O)N1CCC1(C)C(=O)NS(=O)(=O)c1cccc(F)c1 (stereo unspecified),0
C[C@@H](NC(=O)c1[nH]cnc1C(=O)Nc1ccccc1F)c1ccccc1,-28
COc1ccc(CN(C)C(=O)[C@H]2O[C@@H](n3cnc4c(N)ncnc43)[C@H](O)[C@@H]2O)cc1OC,-11
Oc1cccc(-c2ccc3nccn3c2)c1,0
CC(=O)N1c2ccccc2N=C(c2ccc(C(F)(F)F)cc2)C1C(=O)NC(C)C (stereo unspecified),5
O=S(=O)(c1ccccc1)N1CCN(Cc2nnc(-c3ccccc3)o2)CC1,2
CN1CCN(c2ncnc3c2ncn3[C@H]2CN(Cc3ccc(Cl)cc3)C[C@@H](CO)O2)CC1,-4
COc1ccc(C2CCCCCN2C(=O)C2CCN(S(=O)(=O)c3ccc(C)cc3)CC2)cc1 (stereo unspecified),3
C[C@H]1COc2cc(N3CCSCC3)ccc2S(=O)(=O)N1,-5
COC(=O)[C@@]1(Cc2ccc(F)cc2)[C@H]2c3cc(C(=O)N4CCCC4)n(Cc4cc(F)cc5c4OCOC5)c3C[C@H]2CN1C(=O)c1ccccc1,14
CC1(C(=O)NS(=O)(=O)c2ccccc2)CCN1C(=O)CCc1ccc(Cl)cc1Cl (stereo unspecified),6
C[C@@H]1CCCCO[C@H](CN(C)Cc2ccc3c(c2)OCO3)[C@H](C)CN([C@@H](C)CO)C(=O)c2cc(NC(=O)c3ccccc3)ccc2O1,-1
CCc1nc2ccc(C(=O)NCc3ccc4c(c3)OCO4)cn2c1N(CC)CCN(C)C,-3
C[C@@H]1CN([C@H](C)CO)C(=O)CCCn2nncc2CO[C@@H]1CN(C)C(=O)Nc1ccc2c(c1)OCO2,-2
CC(=O)c1ccc2cc3c(cc2c1)OCO3,2
COC(=O)[C@]12CCCCC=C1N(CCC1=CCCCC1)C(=O)[C@H](CC(=O)N1CCC(c3ccccc3)CC1)C2,29
Cc1cccc(C)c1-n1nnnc1C1(C)CCC(=O)N1Cc1ccco1 (stereo unspecified),-2
CC(=O)C(=Cc1ccc(Cl)cc1)C(=O)c1ccccc1,7
CC(C)C[C@@H](CN1CCCC1CN1C(=S)NC[C@@H]1Cc1ccccc1)N1C[C@H](Cc2ccccc2)N(CC2CCCCC2)C1=S (stereo partly specified),3
COc1ccc(CNC(=O)O[C@]23C[C@H]4C(=O)N(c5ccccc5)C(=O)[C@H]4C[C@@]2(O)CN(S(=O)(=O)c2ccc(C)cc2)C3)cc1OC,-3
CCCS(=O)(=O)NC(=O)C1(C)CCCN(C(=O)c2cc(C)on2)C1 (stereo unspecified),-4
CC(C)(CO)CNc1ccn2nccc2n1,1

4 entries from above, with each value named.
CC(=O)C(=Cc1ccc(Cl)cc1)C(=O)c1ccccc1
  EBI2 antag = 7
CC(C)C[C@@H](CN1CCCC1CN1C(=S)NC[C@@H]1Cc1ccccc1)N1C[C@H](Cc2ccccc2)N(CC2CCCCC2)C1=S (stereo partly specified)
  EBI2 antag = 3
COc1ccc(CNC(=O)O[C@]23C[C@H]4C(=O)N(c5ccccc5)C(=O)[C@H]4C[C@@]2(O)CN(S(=O)(=O)c2ccc(C)cc2)C3)cc1OC
  EBI2 antag = -3
CCCS(=O)(=O)NC(=O)C1(C)CCCN(C(=O)c2cc(C)on2)C1 (stereo unspecified)
  EBI2 antag = -4

(listing goes on)
compound,EBI2 antag
O=C(NC1CCCC1)C(c1ccc(F)cc1)N1CCC(O)(c2ccc(Cl)cc2)CC1 (stereo unspecified),2
CCc1nc2ccc(C(=O)Nc3ccc(OC)c(OC)c3)cn2c1N(C)CCC(C)C,2
CCCCCNC(=O)C(c1ccccc1)n1c(=O)c(-c2cc3ccccc3[nH]2)nc2ccccc21 (stereo unspecified),-3
COCCNC(=O)C1(C)CCCN(C(=O)c2c(-c3ccccc3)noc2C)C1 (stereo unspecified),1
O=C(NCC1CCOCC1)c1ccc(-c2ccc(F)c(F)c2)c2ccoc12,12
CCOC(=O)C1(C)CCN1C(=O)c1cncc(Br)c1 (stereo unspecified),-3
COc1ccc(CN2C[C@@H](CO)O[C@@H](n3cnc4c(N5CCN(CCO)CC5)ncnc43)C2)cc1,-1
COC(=O)c1c(NC(=O)c2ccccc2C(=O)O)sc2c1CCCC2,-5
CCCCC(=O)N(C)c1c(CC)nc2c(OCc3ccc(C(F)(F)F)cc3)cccn12,10
Cc1cccc(S(=O)(=O)N(C)C[C@H]2OCc3cn(nn3)CCCC(=O)N([C@H](C)CO)C[C@@H]2C)c1,-7
CCCNC(=O)C1(C)CCN(Cc2cc3ccccc3o2)C1 (stereo unspecified),-1
Cc1ccc2nc(-c3cccc(Br)c3)c(Cc3ccccc3)n2c1,30
Cc1ccc(NC(=O)c2cc(-c3cc(Cl)ccc3C)n[nH]2)cc1NS(C)(=O)=O,24
COc1ccc(-c2nc3cc(C)c(Br)c(C)n3c2Cc2ccccc2C(F)(F)F)cc1OC,41*
CC(C(=O)O)(C1CCCCC1)C1(O)CCCCC1 (stereo unspecified),-4
COC(=O)C(C#N)(CCC(=O)c1ccccc1)CCC(=O)c1ccccc1,4
CCN(Cc1ccccc1)C(=O)c1cccs1,2
CC1(C(=O)NCC(F)(F)F)CCN1C(=O)Cc1ccc(-c2ccccc2)cc1 (stereo unspecified),3
COc1ccc(Cc2c(-c3ccc(OC)c(OC)c3)nc3c(C)cc(Br)cn23)c(C)c1,14
O=C(O)C1CCCN1c1nc(Cl)ccc1[N+](=O)[O-] (stereo unspecified),-12
COc1ccc(CN2CCN(Cc3c[nH]c4ccccc34)CC2)c(OC)c1,3
N#CC1=C(Nc2ccccc2Cl)SC2(CCCC2)NC1=O,0
Cc1ccc(C(NC(=O)C2CCN(CCOc3ccc(Cl)cc3)CC2)c2ccccn2)cc1 (stereo unspecified),34
CN1C(=O)[C@@](O)(c2cn(C)c3ccccc23)c2cc(F)ccc21,-6

An excerpt of the results above, for reference:
compound,EBI2 antag
Cc1ccc(C(NC(=O)C2CCN(CCOc3ccc(Cl)cc3)CC2)c2ccccn2)cc1 (stereo unspecified),34
CN1C(=O)[C@@](O)(c2cn(C)c3ccccc23)c2cc(F)ccc21,-6

Screening data: PubChem, Sanford-Burnham Center for Chemical Genomics

These rows are one share of the data. The share of hits here may be higher or lower than overall.
